RNase H inhibition = RNase H inhibition, HIV 1 Gag Pol polyprotein, FRET biochemical assay, screening (AID 372); inhibition, % at 10 µM; hits with a dose series show IC50 in µM; HIV-1 RT RNase H, FRET RNA/DNA substrate fluorescence; higher % means a stronger effect; 0.77% of 100,000 active; in the data active = inhibition above about 50%
Numbers without * were called inactive. Some of the compounds tested; count on the stated rates, not on these rows.

SMILES	RNase H inhibition
N#C/C(=C/c1cc(Br)cc(Br)c1O)C(=O)Nc1ccc(O)cc1	15%
CCCCN1C2=NCCN2c2cc(C)c(C)cc21	0%
O=[N+]([O-])c1ccc(/C=N/Nc2cccc3cccnc23)o1	14%
CC(C)c1ccc(/C=C2\C(=O)NC(=O)N(c3ccc4c(c3)OCO4)C2=O)cc1	3%
N#Cc1ccc(C=Nc2ccc(C(N)=O)cc2)cc1	0%
N#CC1=C(Nc2ccc(Br)cc2)CCC1	12%
COC(=O)C1=C(C)N(C)C(=O)/C1=C\c1ccccc1Cl	17%
COc1ccc(NC(=O)C2C3CCC(C3=C(C)C)C2C(=O)O)cc1 (stereo unspecified)	2%
O=C(CCn1c2ccccc2c2ccccc21)N/N=C/c1ccccc1	9%
CCc1c(C)sc(NC(=O)c2cccc([N+](=O)[O-])c2)c1C(N)=O	13%
Cc1cc(-c2ccccc2)nc(N/N=C/c2c(F)c(F)c(F)c(F)c2F)n1	12%
COC(=O)C1=C(C)NC(=O)CC1c1c(F)cccc1Cl (stereo unspecified)	12%
COc1cc(C(=O)N2CCN(Cc3cccc(Oc4ccccc4)c3)CC2)cc(OC)c1OC	0%
CCSc1nc2c(c(=O)n1C1CCOC(C)(C)C1)C1(CCCC1)Cc1ccccc1-2 (stereo unspecified)	20%
Cc1ccc(S(=O)(=O)CCC(=O)O)cc1	0%
C/C(=N\NC(=O)c1cc(Br)cc(Br)c1O)c1ccccc1	0%
O=C1C=CC(=O)N1c1ccc(Cc2ccc(N3C(=O)C=CC3=O)c(Cl)c2)cc1Cl	28%
O=C(/C=C/c1ccccc1)C1=C(O)C(=O)N(c2cccc(C(F)(F)F)c2)C1c1cccc([N+](=O)[O-])c1 (stereo unspecified)	7%
O=C(/C=C/c1ccc([N+](=O)[O-])cc1)NCC1CCCO1 (stereo unspecified)	9%
Cc1ccc(S(=O)(=O)N(CC(=O)Nc2cccnc2)c2cccc(Cl)c2C)cc1	6%
COc1cc2c(cc1NCc1cccc([N+](=O)[O-])c1)oc1ccccc12	11%
Cc1ccc(S(=O)(=O)N(Cc2ccco2)CC(O)Cn2c3ccccc3c3ccccc32)cc1 (stereo unspecified)	4%
Cc1ccc(NC(=O)CC(C)Cc2cc(C)cc(C)c2)cc1 (stereo unspecified)	8%
CCOC(=O)c1cnn2c(C)cc(-c3ccc(OC)cc3)nc12	15%
COc1ccc(CCNC(=O)C(=O)N/N=C/c2cccc(OC)c2O)cc1OC	0%

Entries from the list above that contain a COOH group:
SMILES	RNase H inhibition
COc1ccc(NC(=O)C2C3CCC(C3=C(C)C)C2C(=O)O)cc1 (stereo unspecified)	2%
Cc1ccc(S(=O)(=O)CCC(=O)O)cc1	0%

Molecules from the list above that contain nitrogen in an aromatic ring:
SMILES	RNase H inhibition
O=[N+]([O-])c1ccc(/C=N/Nc2cccc3cccnc23)o1	14%
O=C(CCn1c2ccccc2c2ccccc21)N/N=C/c1ccccc1	9%
Cc1cc(-c2ccccc2)nc(N/N=C/c2c(F)c(F)c(F)c(F)c2F)n1	12%
CCSc1nc2c(c(=O)n1C1CCOC(C)(C)C1)C1(CCCC1)Cc1ccccc1-2 (stereo unspecified)	20%
Cc1ccc(S(=O)(=O)N(CC(=O)Nc2cccnc2)c2cccc(Cl)c2C)cc1	6%
Cc1ccc(S(=O)(=O)N(Cc2ccco2)CC(O)Cn2c3ccccc3c3ccccc32)cc1 (stereo unspecified)	4%
CCOC(=O)c1cnn2c(C)cc(-c3ccc(OC)cc3)nc12	15%

(more compounds)
SMILES	RNase H inhibition
CCC(=O)Nc1nc(C)c(-c2csc(Nc3ccc(N(C)C)cc3)n2)s1	22%
Cc1ccccc1NCC(=O)N/N=C\c1ccccc1O	8%
COC(=O)C(NC(=O)/C=C\C(=O)O)c1ccccc1 (stereo unspecified)	3%
CC[n+]1c(/C=C/c2ccc([N+](=O)[O-])cc2)sc2ccccc21	6%
COc1ccc(S(=O)(=O)N(CC(=O)Nc2ccc(C(C)=O)cc2)c2cc(C)cc(C)c2)cc1OC	13%
CCC12c3ccccc3C(c3ccccc31)C1C(=O)N(c3cc(Cl)ccc3C)C(=O)C12 (stereo unspecified)	3%
C(=NN1CCN(C2c3ccccc3-c3ccccc32)CC1)c1c[nH]c2ccccc12	10%
O=C(Nc1ccc(N2C(=O)c3ccccc3C2=O)c(Cl)c1)c1ccc2ccccc2c1O	33%
COc1ccc(CN2CCN(Cc3ccncc3)CC2)c(OC)c1OC	6%
NC1=NC(=O)/C(=C/c2cc(Cl)c(OCc3ccccc3)c(Cl)c2)S1	0%
O=C(O)C1(O[N+](=O)[O-])C2CC3CC(C2)CC1C3 (stereo unspecified)	15%
COc1cc2c(cc1OC)/C(=C\c1ccccc1)C(=O)OC2	5%
CN(C)c1ccc(C(=O)N2CCN(c3ccccc3)CC2)cc1	13%
COc1ccc2nc(SCC(=O)Nc3ccc(Cl)cc3)[nH]c2c1	0%
Cc1ccc(-c2nc3ccccc3[nH]2)cc1NC(=O)/C=C/c1ccco1	24%
Cc1ccc2nc(-c3ccc(NC(=O)COc4ccc([N+](=O)[O-])cc4)cc3)oc2c1	44%
O=C(CCCOc1ccc(Cl)cc1Cl)Oc1cccc(Cl)c1Cl	12%
CCc1ccc(NC(=O)C(=O)NCC2CCCO2)cc1 (stereo unspecified)	0%
COc1ccc(CCN=C(Nc2ccccc2)SC2CC(=O)N(c3ccc(C(=O)O)cc3)C2=O)cc1 (stereo unspecified)	33%
CN1C(=O)NC(=O)/C(=C\c2ccc(-c3ccccc3C(=O)O)o2)C1=O	13%
CN(C)C1=C(Cl)C(=O)N(c2ccc(Cl)c(Cl)c2)C1=O	9%
COc1ccc(C(=O)NC(=S)Nc2ccc(-c3nc4ccc(C)cc4o3)cc2)cc1[N+](=O)[O-]	54%*
CS(=O)(=O)N(Cc1ccccc1)c1ccc(C(=O)N2CCN(c3ccccc3)CC2)cc1	18%
Cc1ccc(NC(=O)CSc2nc(N)cc(N)n2)cc1	3%
Cc1cc(C)c2oc(-c3ccc(NC(=S)NC(=O)c4ccccc4Cl)cc3)nc2c1	14%
(further entries)
SMILES	RNase H inhibition
O=c1[nH]c(N/N=C/C2CC=CCC2)nnc1-c1ccccc1 (stereo unspecified)	0%
CCc1cccc(C)c1NC(=O)COc1ccc(Cl)cc1Cl	3%
CC(C)(C)NC(=O)C(=O)NCc1ccc(Cl)cc1	9%
O=C(Oc1ccc2c(=O)c(Oc3ccccc3Br)coc2c1)c1ccco1	2%
O=C(O)CN1C(=O)/C(=C\c2cccc(OC(=O)c3ccco3)c2)SC1=S	4%
COc1cccc(Nc2ccc3noc4c3c2C(=O)c2ccccc2-4)c1	8%
O=C(Nc1cccc(-c2nc3cc(Cl)ccc3o2)c1)c1ccc(Br)o1	0%
COc1cc([N+](=O)[O-])ccc1NC(=O)c1cc(Cl)ccc1OC	20%
O=C(NC(=S)Nc1ccc(I)cc1)c1ccco1	9%
O=C(c1ccccc1)c1cc(Cl)ccc1N=Cc1ccc([N+](=O)[O-])s1	15%
CC(/C=N/N1C(=O)CSC1=S)=C\c1ccccc1	13%
CC(=O)C1=C(C)Nc2cc(C(F)(F)F)ccc2S1	11%
CCOc1ccc(N2C(=O)NC(=O)/C(=C\c3ccc(OCC)c(Cl)c3)C2=O)cc1	11%
COc1ccc(N=C2CC(C)(C)CC(O)=C2C(C)=O)cc1	1%
CCOc1ccc(NC(=O)/C=C/c2ccc(F)cc2)cc1	18%
O=[N+]([O-])c1cc([N+](=O)[O-])c(-n2ccnc2)nc1-n1ccnc1	16%
Cc1nonc1N=Cc1ccccc1O	6%
Cc1ccccc1NC(=O)C(=O)NCc1ccncc1	0%
O=C(NNc1ccccc1)c1ccccc1F	3%
Cc1cc(OCC(=O)NNC(=O)c2ccc(F)cc2)cc(C)c1Cl	0%
CCOc1cc(C(=O)Nc2nc(-c3ccccc3)cs2)cc(OCC)c1OCC	17%
CC1(C)CC(=O)C2=C(C1)Nc1ccc3ccccc3c1C2c1ccccc1F (stereo unspecified)	12%
O=C1CSC(c2ccc3c(c2)OCO3)N1c1ccc(Cl)c(Cl)c1 (stereo unspecified)	5%
COc1ccc(C(=O)N(C)C2CCCCC2)cc1	0%
CCOc1ccc(N(CC(=O)NCC(C)c2ccccc2)S(=O)(=O)c2ccccc2)cc1 (stereo unspecified)	14%

Some of the entries above in a different format.
Structure | RNase H inhibition
CN(C)c1ccc(C(=O)N2CCN(c3ccccc3)CC2)cc1 | 13%
COc1ccc2nc(SCC(=O)Nc3ccc(Cl)cc3)[nH]c2c1 | 0%

Further results.
SMILES	RNase H inhibition
COc1ccc(NC(=O)c2ccc(N(Cc3ccc(Cl)cc3)S(C)(=O)=O)cc2)cc1OC	7%
COC(=O)c1cn(C(=O)OC)c2ccccc12	26%
O=C(O)c1ccc(NS(=O)(=O)c2cc(C(=O)O)ccc2Br)cc1	1%
Cc1ccccc1N1C(=O)NC(=O)/C(=C\c2ccc(-c3ccc(C(=O)O)c(Cl)c3)o2)C1=O	21%
CN(C)c1ccc(/C=C(/C#N)C(=O)Nc2cccc(Br)c2)cc1	7%
CCCCOc1ccc(CN2CCC(O)CC2)cc1	12%
Oc1ccc(Br)cc1CN1CCN(Cc2ccco2)CC1	5%
COc1ccc(C=NN2CCN(C3c4ccccc4-c4ccccc43)CC2)cc1	10%
COc1ccc(CC(c2nc3ccccc3[nH]2)C(C)c2nc3ccccc3[nH]2)cc1 (stereo unspecified)	15%
O=C(COc1cccc(Cl)c1)N/N=C/c1ccc([N+](=O)[O-])o1	0%
CCOC(=O)c1c(NC(=O)c2cccc(F)c2)sc(C(=O)Nc2ccc(OC)cc2OC)c1C	2%
O=[N+]([O-])c1ccccc1Sc1c(-c2ccccc2)n[nH]c1-c1ccccc1	43%
Cc1ccc(S(=O)(=O)Oc2ccccc2/C=C2\SC(N)=NC2=O)cc1	3%
Cn1c(NC(=O)c2ccc(Cl)cc2)nc2ccccc21	13%
CCOC(=O)C1=C(C)N=c2s/c(=C\c3c(OC)ccc4ccccc34)c(=O)n2C1c1cccs1 (stereo unspecified)	15%
CC1=C(C(=O)OCCc2ccccc2)C(c2ccc([N+](=O)[O-])s2)NC(=O)N1C (stereo unspecified)	5%
CC(=O)OC1CCC2(C)C(=CCC3C2CCC2(C)C3CC3CC=CCC32C(C)=O)C1 (stereo unspecified)	17%
Cc1cccc(NC(=O)C2CC(=O)N(c3ccc(Br)cc3)C2)n1 (stereo unspecified)	35%
COc1cccc(CN2CCN(C3CCN(Cc4ccccc4)CC3)CC2)c1	1%
CCOc1ccc(NC(=O)C2(c3ccccc3)CC2(Cl)Cl)cc1 (stereo unspecified)	14%
Cc1cnn(-c2ccc3nnc(-c4ccc(Cl)cc4)n3n2)c1	16%
COc1cccc(OCCOc2cccc(Br)c2)c1	35%
O=C1CC(C2CCCO2)C(=O)N1c1ccccc1 (stereo unspecified)	0%
COc1ccccc1CC(=O)N1CCN(c2cccc(Cl)c2)CC1	10%
CCOc1cc(/C=N/NC(=O)c2cc(Cl)ccc2O)ccc1OC(=O)c1ccc(F)cc1	20%

Overlap with the part before: 2 compounds, followed by the next part.
SMILES	RNase H inhibition
COc1ccccc1CC(=O)N1CCN(c2cccc(Cl)c2)CC1	10%
CCOc1cc(/C=N/NC(=O)c2cc(Cl)ccc2O)ccc1OC(=O)c1ccc(F)cc1	20%
Cc1ccc(C(=O)Nc2ccc(NC(=O)c3ccccc3Cl)cc2)cc1[N+](=O)[O-]	25%
Cc1ccc2oc(-c3ccc(C)c(NC(=O)c4ccc([N+](=O)[O-])cc4Cl)c3)nc2c1	12%
CCN(CC)c1ccc(C2N(C(C)=O)CCN2S(=O)(=O)c2ccc(C)cc2)cc1 (stereo unspecified)	11%
Brc1ccc(-c2nc(-c3ccccc3)c(-c3ccc(Br)cc3)[nH]2)cc1	17%
O=C(Nc1ccc(OC(F)(F)F)cc1)C(c1ccccc1)c1ccccc1	7%
CC1=CC(C)(C)Nc2ccc(OC(=O)COc3ccc4ccccc4c3)cc21	21%
COC(=O)c1cc(NC(=O)c2ccccc2F)cc(C(=O)OC)c1	0%
CNC(=S)N(CCc1ccc(S(N)(=O)=O)cc1)C1CC(=O)N(c2ccc(OC)cc2)C1=O (stereo unspecified)	13%
O=C(/C=C/c1cn(-c2ccccc2)nc1-c1cccnc1)c1cccs1	10%
O=C(N/N=C/c1cccc(Br)c1)c1sc2ccccc2c1Cl	0%
CCOc1cccc(C(=O)NC(=S)Nc2cccc(-c3nc4cc(C)cc(C)c4o3)c2C)c1	14%
Cc1ccc(S(=O)(=O)Nc2ccccc2-c2ccccc2)cc1[N+](=O)[O-]	7%
C/C(=N/Nc1ccccc1[N+](=O)[O-])c1ccc(-c2ccccc2)cc1	0%
COc1ccc(N(CC(=O)Nc2ccc(Br)cc2)S(=O)(=O)c2ccc(C)cc2)c(OC)c1	10%
CC1CCN(S(=O)(=O)c2ccc(F)cc2)CC1	0%
O=C(Nc1ccccc1)Nc1nnc(-c2ccccc2I)s1	0%
CCOc1ccc(N(CC(=O)N(C)Cc2ccccc2)S(=O)(=O)c2ccc(SC)cc2)cc1	29%
COc1ccc([N+](=O)[O-])cc1-c1ccc(C=C2C(=O)c3ccccc3C2=O)o1	8%
C/C(=N\Nc1nc(C)cc(-c2ccccc2)n1)c1ccc(N)cc1	3%
O=C1CC(N2CCN(c3ccccc3)CC2)C(=O)N1c1ccc(F)cc1 (stereo unspecified)	10%
O=C1CC(N2CCCCC2)C(=O)N1Cc1ccccc1 (stereo unspecified)	0%
Cc1ccc(C(=O)N/C(=C/c2ccc(-c3ccc(Cl)cc3Cl)o2)C(=O)NCCCO)cc1	0%

Screens as filed in PubChem.
